Screens: PubChem, National Center for Advancing Translational Sciences (NCATS)
DT40 TDP1 no CPT: qHTS for Inhibitors of human tyrosyl-DNA phosphodiesterase 1 (TDP1): qHTS in cells in absence of CPT | DT40 Tdp1-/- hTDP1 cells, no CPT, ATP luminescence, 48 h | Potency, µM (doses to about 46.2 µM), inactives show top-dose activity change, negative = growth inhibition, hits mostly inhibitors | 420,000 compounds, 15% hits; note: nearly all actives have a fitted effect of over 55% in size
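Chicken DT40 Tdp1-/- cells complemented with human TDP1, screened without camptothecin (DMSO vehicle only), 400 cells/well. Compounds pin-transferred, cells incubated at 37 °C for at least 48 hr. Growth read as ATP-dependent luminescence (CellTiter-Glo, 30 min at RT).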
TDP1 inh: blocks human tyrosyl-DNA phosphodiesterase 1; Q9NUW8; recombinant TDP1, AlphaScreen DNA substrate cleavage; Potency, µM (highest dose often 130 µM), without a hit: top-dose activity change, negative = inhibition, most hits filed as inhibitors; 350,000 compounds, 0.28% hits; AID 485290; note: nearly all actives have a fitted effect of over 40% in size
Target sequence (Q9NUW8 whole entry, looked up): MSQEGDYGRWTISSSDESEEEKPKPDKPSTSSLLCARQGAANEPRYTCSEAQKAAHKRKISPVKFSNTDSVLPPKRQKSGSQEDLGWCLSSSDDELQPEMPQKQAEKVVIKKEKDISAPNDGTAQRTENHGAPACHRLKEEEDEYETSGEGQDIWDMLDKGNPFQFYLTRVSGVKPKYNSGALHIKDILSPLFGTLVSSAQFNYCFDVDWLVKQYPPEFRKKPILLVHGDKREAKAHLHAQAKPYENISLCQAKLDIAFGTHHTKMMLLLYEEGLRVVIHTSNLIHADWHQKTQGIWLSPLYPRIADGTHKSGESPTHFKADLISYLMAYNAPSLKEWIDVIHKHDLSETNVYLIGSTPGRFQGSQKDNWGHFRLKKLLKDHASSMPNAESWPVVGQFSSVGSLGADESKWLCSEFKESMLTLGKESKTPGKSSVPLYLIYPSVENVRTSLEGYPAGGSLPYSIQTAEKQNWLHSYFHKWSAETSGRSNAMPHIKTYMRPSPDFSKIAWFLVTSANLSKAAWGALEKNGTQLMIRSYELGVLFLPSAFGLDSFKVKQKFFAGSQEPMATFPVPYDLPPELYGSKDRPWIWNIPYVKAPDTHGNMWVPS
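Recombinant human Tdp1 (E. coli-expressed, 1 nM final) preincubated with compounds 15 min at room temperature, then 5'-biotin/3'-phosphotyrosine-FITC DNA substrate (15 nM final) added for 5 min. AlphaScreen beads (10 ug/ml final) added 10 min; cleavage lowers signal.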
DT40 TDP1 CPT: DT40-hTDP1 cell growth loss with CPT | chicken DT40 Tdp1-/-;hTDP1 cells + 20 nM CPT, ATP luminescence, 48 h | Potency, µM (titrated, usually from 46.2 µM), inactives show at the highest dose activity change, negative = growth inhibition, hits mostly inhibitors | 420,000 compounds, 12% hits | AID 686979; note: nearly all actives have a fitted effect of over 55% in size
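Chicken DT40 Tdp1-/- cells stably complemented with human TDP1 were seeded at 400 cells/well in medium containing 20 nM camptothecin, exposed to pin-transferred compounds, and grown at 37 °C for at least 48 hr. Viability was read as ATP luminescence.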
Active calls of the source: *; u = inconclusive; x = not tested or not shown; & = joins results of further samples; ! = not active in a repeat; [ ] = remark or other dose. Calls come from the whole dose curve; as a rule, active = well fitted curve in the direction sought with a large enough effect; inconclusive = small, poorly fitted or top-dose-only effect, or another doubt; inactive = no such curve, though single readings can be large; an effect the other way counts as inactive or inconclusive. % is set by controls: 0 for no effect and ±100 for the full control effect; potency is the fitted concentration of half-maximal effect. No enrichment for hits; any-hit rate near 18%.

Start of the listing, in advance, 2 compounds:
#1 CCOC(=O)C1=C(CS(=O)(=O)c2ccccc2)NC(=O)NC1c1ccccc1OCC (stereo not given)
#2 O=S(=O)(NCCCN1CCOCC1)c1ccc(Cl)cc1
assay / entry,1,2
DT40 TDP1 no CPT,-27%,11%
TDP1 inh,1%,-5%
DT40 TDP1 CPT,-18%,6%

All compounds of this part, from the first entry:
#1 CCOC(=O)C1=C(CS(=O)(=O)c2ccccc2)NC(=O)NC1c1ccccc1OCC (stereo not given)
#2 O=S(=O)(NCCCN1CCOCC1)c1ccc(Cl)cc1
#3 CCc1ccc(NC(=O)N(CCOC)C2CCN(C(C)=O)CC2)cc1
#4 Brc1ccc(CSc2nccn2-c2ccccc2)cc1
#5 Cc1ccc(NC(=O)CN2CCN(Cc3ccccc3)CC2)cc1Cl
#6 COc1ccc(NC(=O)CSc2nnc(CNC(=O)c3ccco3)n2-c2ccccc2OC)cc1
assay / entry,1,2,3,4,5,6
DT40 TDP1 no CPT,-27%,11%,0%,u,29µM*,-12%
TDP1 inh,1%,-5%,2%,6%,x,0%
DT40 TDP1 CPT,-18%,6%,-4%,-9%,-24%,0%

Some entries already given, reduced to DT40 TDP1 CPT and DT40 TDP1 no CPT:
#	mol	DT40 TDP1 CPT	DT40 TDP1 no CPT
6	COc1ccc(NC(=O)CSc2nnc(CNC(=O)c3ccco3)n2-c2ccccc2OC)cc1	0%	-12%
5	Cc1ccc(NC(=O)CN2CCN(Cc3ccccc3)CC2)cc1Cl	-24%	29µM*
4	Brc1ccc(CSc2nccn2-c2ccccc2)cc1	-9%	u
1	CCOC(=O)C1=C(CS(=O)(=O)c2ccccc2)NC(=O)NC1c1ccccc1OCC (stereo not given)	-18%	-27%
2	O=S(=O)(NCCCN1CCOCC1)c1ccc(Cl)cc1	6%	11%

Continued.
#7 Cc1ccc(CNC(=O)C(OC(=O)c2cccs2)C(C)C)cc1 (stereo not given)
#8 COC1=C(N)C(=O)c2nc(C)ccc2C1=O
#9 CCCc1c(O)nc(SC2CC(=O)N(c3ccc(C)c(Cl)c3)C2=O)[nH]c1=O (stereo not given)
#10 CCOC(=O)C1=C(c2ccccc2)N=c2s/c(=C\c3ccc(O)cc3)c(=O)n2C1c1cccs1 (stereo not given)
#11 O=C(CN1CCCC(O)C1)N1c2ccccc2Sc2ccc(C(F)(F)F)cc21 (stereo not given)
#12 Cc1ccccc1N1CCN(Cc2c[nH]c3ccccc23)CC1
assay / entry,7,8,9,10,11,12
DT40 TDP1 no CPT,-16%,7.3µM*,-20%,16µM*,-20%,6.5µM*
TDP1 inh,0%,x,x,4%,5%,-1%
DT40 TDP1 CPT,-16%,5.2µM*,2%,12µM*,-11%,3.7µM*

#13 CN1CCN(c2ccc(NC(=O)c3ccc(C(F)(F)F)cc3)cn2)CC1
#14 COc1ccc(NC(=O)C(c2ccc(C#N)cc2)n2c(=O)c(-c3ccco3)nc3ccccc32)cc1 (stereo not given)
#15 CC(=O)Nc1ccc(S(=O)(=O)N[C@@H](C)C(=O)NC2CCCc3ccccc32)cc1 (stereo not given in full)
#16 Cc1cc2nc(-c3ccc(Cl)cc3)c(CC3CCCCC3)n2c(C)c1Br
#17 O=C(CCc1ccc(S(=O)(=O)NCc2ccccc2)cc1)NCc1ccco1
#18 CC1(C)S[C@@H]2[C@H](NC(=O)C(C(=O)O)c3ccsc3)C(=O)N2[C@H]1C(=O)O (stereo not given in full)
assay / entry,13,14,15,16,17,18
DT40 TDP1 no CPT,-18%,-28%,14%,u,u,-11%
TDP1 inh,-3%,x,0%,x,6%,x
DT40 TDP1 CPT,-11%,-18%,-3%,u,5%,4%

#19 CN(C)C(=O)c1ccc(=O)n(Cc2ccc(Cl)cc2Cl)c1
#20 CCNC(=O)Cc1ccc(NC(=O)N2CCCCc3ccccc32)cc1
#21 FC(F)(F)c1cccc(NC(=S)N2CCCCCC2)c1
#22 O=C(Nc1cccc(-n2cccn2)c1)C1CCCN(Cc2cccc(F)c2F)C1 (stereo not given)
#23 CCc1ccc(S(=O)(=O)c2nnn3c2nc(NC2CCCCCC2)c2sccc23)cc1
#24 COc1ccc(CN=C(NS(=O)(=O)c2cccs2)SC)cc1
assay / entry,19,20,21,22,23,24
DT40 TDP1 no CPT,-3%,-11%,-29%,21µM*,16µM*,-6%
TDP1 inh,x,8%,5%,2%,-8%,-1%
DT40 TDP1 CPT,8%,-14%,-10%,23µM*,u,-6%

#25 O=C(Cc1ccccc1[N+](=O)[O-])NCc1ccc(Cl)cc1
#26 Cc1ccc(-c2nc(C3CCCN(S(=O)(=O)c4ccc(C)cc4)C3)no2)cc1 (stereo not given)
#27 Cc1cccc(C(=O)OC(C)C(=O)NC2CCCc3ccccc32)c1O (stereo not given)
#28 CC(C)NC(=O)CN1C(=O)c2ccccc2S1(=O)=O
#29 CC(C)CNc1oc(-c2ccccc2Cl)nc1C#N
#30 COc1ccc(-n2nc3c(N4CCC(C(=O)NCCc5ccco5)CC4)nnc(C)c3c2C)cc1
assay / entry,25,26,27,28,29,30
DT40 TDP1 no CPT,-5%,u,u,u,-11%,u
TDP1 inh,5%,4%,x,0%,5%,-2%
DT40 TDP1 CPT,-1%,16µM*,5%,8%,32%[activator],u

#31 COc1cccc(/C=C/c2ccncc2)c1OC
#32 CC1CCCC(C)N1CCCNC(=O)C1CCCN(S(=O)(=O)N2CCCCC2)C1 (stereo not given)
#33 COc1cc(OC)cc(-c2oc(=O)c3cc(OC)c(OC)cc3c2C(F)(F)F)c1
#34 CCN1CCN(C(=O)c2cc(S(=O)(=O)N3CCCCC3)ccc2Cl)CC1
#35 O=C(NCC1CCCO1)c1c[nH]c2ccc(S(=O)(=O)Nc3cccc(C(F)(F)F)c3)cc2c1=O (stereo not given)
#36 COc1cccc(N2CC(C(=O)OC(C)C(=O)c3ccccc3)CC2=O)c1 (stereo not given)
assay / entry,31,32,33,34,35,36
DT40 TDP1 no CPT,23µM*,-5%,-5%,-5%,u,3%
TDP1 inh,-3%,x,1%,2%,3%,-2%
DT40 TDP1 CPT,u,-7%,-2%,-11%,u,0%

#37 C1CCc2nnc(C3CC3)n2CC1
#38 CCOC(=O)C(=O)c1c(-c2ccccc2)nc2ccccn12
#39 C/C(=N\NC(=O)COc1ccccc1)c1ccc(O)cc1
#40 COCCCNc1ncnc2sc(C(=O)N3CCOCC3)c(C)c12
#41 CCC(=O)N/N=C(\C)CC(=O)Nc1cccc([N+](=O)[O-])c1
#42 O=S(=O)(Nc1ccc2c3c(cccc13)CC2)c1ccccc1
assay / entry,37,38,39,40,41,42
DT40 TDP1 no CPT,-20%,u,-14%,-9%,-5%,13µM*
TDP1 inh,5%,10%,6%,x,4%,x
DT40 TDP1 CPT,1%,u,-6%,11%,-21%,u

#43 COc1ccc(OC)c(S(=O)(=O)N2CCCCC2C(=O)N2CCN(c3ccccn3)CC2)c1 (stereo not given)
#44 C/C(N)=C(/C#N)C(=O)CSc1nc(C2CCCCC2)n(-c2ccccc2)n1
#45 CCOC(=O)/C(=N\Nc1ccccc1Cl)N(C)C1CCCCC1
#46 O=C(c1ccccc1)c1cccn1CC(=O)N1CCN(c2ccccc2)CC1
#47 CN(CCOc1ccccc1)C(=O)c1ccc2c(c1)OCO2
#48 COc1ccc(F)cc1S(=O)(=O)NCC1CCCO1 (stereo not given)
assay / entry,43,44,45,46,47,48
DT40 TDP1 no CPT,-21%,u,-1%,-28%,1%,-3%
TDP1 inh,3%,7%,8%,5%,-2%,x
DT40 TDP1 CPT,u,13µM*!,-6%,u,6%,7%

#49 CCOC(=O)Cn1nc(C)c(NC(=O)COc2ccccc2)c1C
#50 CC1(C)Cc2c(ccc3ccccc23)C2=C(C(=O)N3CCCC3)C(=O)C(=O)N21
#51 CCCCCSc1nc2c(c(=O)[nH]c(=O)n2C)n1C(C)C
#52 CC1CCN(C(=O)COC(=O)c2cc(=O)[nH]c3ccccc23)CC1
#53 COc1ccc(C(C(=O)NC2CCCC2)N(C(=O)c2snc(C(N)=O)c2N)c2ccccc2OC)cc1OC (stereo not given)
#54 Cc1cc(C)c2nc(N(CCN(C)C)C(=O)c3ccc4ccccc4c3)sc2c1
assay / entry,49,50,51,52,53,54
DT40 TDP1 no CPT,u,8.2µM*,u,2%,-9%,13µM*
TDP1 inh,-8%&12%,6%,0%,1%,x,15%
DT40 TDP1 CPT,-2%&-13%,8.2µM*,u,-13%,-28%,16µM*

#55 O=[N+]([O-])c1ccc2[nH]ncc2c1
#56 CCC(C)(C)n1nnnc1C(c1ccc(C)cc1)N1CCSCC1 (stereo not given)
#57 Cc1ccc(CNC(=O)C2CC(=O)OC23CCCC3)c(C)c1 (stereo not given)
#58 COCCn1c(SCC(=O)Nc2cccc(C)c2C)nc2c(oc3ccccc32)c1=O
#59 CCN(CC)CCCNC(=S)N1CCN(c2nc3ccccc3n2CC)CC1
#60 Cn1c(COc2nnc(-c3ccc(Cl)cc3)c3ccccc23)nc2ccccc21
assay / entry,55,56,57,58,59,60
DT40 TDP1 no CPT,-29%,u,-26%,-13%,1%,4%
TDP1 inh,1%,9%,-3%,2%,x,-8%
DT40 TDP1 CPT,6%,-30%,-3%,-13%,33%,3%

#61 OC[C@@H]1CN(Cc2ccncc2)C[C@H](n2cnc3c(NC4CC4)ncnc32)O1
#62 COC(=O)c1ccccc1NC(=O)NCc1ccc2c(c1)CCN2C(=O)c1ccccc1
#63 Cn1nc(C(=O)NCc2ccccc2Cl)c2c1-c1ccccc1S(=O)(=O)C2
#64 CC(C)C[C@H](NC(=O)N1CCn2c1nc1ccccc12)C(=O)N[C@@H](Cc1ccccc1)C(=O)O
#65 COc1cccc(NCc2nnc(SCC(=O)N(C)C3CCS(=O)(=O)C3)n2C2CCCCC2)c1 (stereo not given)
#66 COc1ccccc1CNC(=O)CN1C(=O)N(C)C2(CCCCC2)C1=O
assay / entry,61,62,63,64,65,66
DT40 TDP1 no CPT,-1%,16µM*,u,-3%,7%,-16%
TDP1 inh,x,9%,2%&-1%,x,4%,-4%
DT40 TDP1 CPT,u,23µM*,u,11%,3%,-8%

#67 COc1ccc(C2C3=C(CCCC3=O)N(CC(=O)O)C3=C2C(=O)CCC3)cc1Cl
#68 CCOC(=O)/C(C#N)=C/c1c(N2CCN(CC)CC2)nc2c(C)cccn2c1=O
#69 CCC(=O)N1CCc2cc(Br)cc(S(=O)(=O)CCC(=O)NCCc3ccccc3Cl)c21
#70 COc1cccc2c(=O)cc(C)n(CC(=O)Nc3ccc(Br)cc3)c12
#71 CC(C)CCSc1nnc2n(-c3ccccc3)c(=O)c3c4c(sc3n12)CC(C)CC4 (stereo not given)
#72 CCCCCCCCCCCCCCSCC(=O)O
assay / entry,67,68,69,70,71,72
DT40 TDP1 no CPT,10%,-4%,u,u,-19%,u
TDP1 inh,x,x,-12%,0%,5%[2.28 µM],8%&13%
DT40 TDP1 CPT,0%,-15%,u,-25%,-16%,3%

#73 Cc1nc2c(ncn2-c2ccccc2)c(=O)n1NC(=O)CN1CCN(C)CC1
#74 O=C(O)CCCCCN1C(=O)/C(=C/c2cn(-c3ccccc3)nc2-c2cccs2)SC1=S
#75 COc1ccc(C(=O)Nc2ccc(C3CC3(Cl)Cl)cc2)cc1 (stereo not given)
#76 Cc1cc(=O)n2nc(N3CCC(C(=O)NCCCOC(C)C)CC3)sc2n1
assay / entry,73,74,75,76
DT40 TDP1 no CPT,1%,15µM*,u,-6%
TDP1 inh,x,x,3%,8%
DT40 TDP1 CPT,-1%,-40%,-18%,-27%

Given with tabs: entries from further up
entry	SMILES	DT40 TDP1 no CPT	TDP1 inh	DT40 TDP1 CPT
76	Cc1cc(=O)n2nc(N3CCC(C(=O)NCCCOC(C)C)CC3)sc2n1	-6%	8%	-27%
75	COc1ccc(C(=O)Nc2ccc(C3CC3(Cl)Cl)cc2)cc1 (stereo not given)	u	3%	-18%
